Assay outcomes deposited in PubChem BioAssay by Sanford-Burnham Center for Chemical Genomics.
Apaf-1 inh – human Apaf-1 inhibition; reconstituted apoptosome caspase-3 activity, DEVD-Rh110 fluorescence; inhibition, % at 20 µM; 0.71% of 330,000 active; AID 489030; active = inhibition of at least 40% at 20 µM;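 note: plate controls were DMSO wells for no effect and DEVD-CHO caspase inhibitor wells for full effect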
Target sequence (O14727 whole entry, looked up): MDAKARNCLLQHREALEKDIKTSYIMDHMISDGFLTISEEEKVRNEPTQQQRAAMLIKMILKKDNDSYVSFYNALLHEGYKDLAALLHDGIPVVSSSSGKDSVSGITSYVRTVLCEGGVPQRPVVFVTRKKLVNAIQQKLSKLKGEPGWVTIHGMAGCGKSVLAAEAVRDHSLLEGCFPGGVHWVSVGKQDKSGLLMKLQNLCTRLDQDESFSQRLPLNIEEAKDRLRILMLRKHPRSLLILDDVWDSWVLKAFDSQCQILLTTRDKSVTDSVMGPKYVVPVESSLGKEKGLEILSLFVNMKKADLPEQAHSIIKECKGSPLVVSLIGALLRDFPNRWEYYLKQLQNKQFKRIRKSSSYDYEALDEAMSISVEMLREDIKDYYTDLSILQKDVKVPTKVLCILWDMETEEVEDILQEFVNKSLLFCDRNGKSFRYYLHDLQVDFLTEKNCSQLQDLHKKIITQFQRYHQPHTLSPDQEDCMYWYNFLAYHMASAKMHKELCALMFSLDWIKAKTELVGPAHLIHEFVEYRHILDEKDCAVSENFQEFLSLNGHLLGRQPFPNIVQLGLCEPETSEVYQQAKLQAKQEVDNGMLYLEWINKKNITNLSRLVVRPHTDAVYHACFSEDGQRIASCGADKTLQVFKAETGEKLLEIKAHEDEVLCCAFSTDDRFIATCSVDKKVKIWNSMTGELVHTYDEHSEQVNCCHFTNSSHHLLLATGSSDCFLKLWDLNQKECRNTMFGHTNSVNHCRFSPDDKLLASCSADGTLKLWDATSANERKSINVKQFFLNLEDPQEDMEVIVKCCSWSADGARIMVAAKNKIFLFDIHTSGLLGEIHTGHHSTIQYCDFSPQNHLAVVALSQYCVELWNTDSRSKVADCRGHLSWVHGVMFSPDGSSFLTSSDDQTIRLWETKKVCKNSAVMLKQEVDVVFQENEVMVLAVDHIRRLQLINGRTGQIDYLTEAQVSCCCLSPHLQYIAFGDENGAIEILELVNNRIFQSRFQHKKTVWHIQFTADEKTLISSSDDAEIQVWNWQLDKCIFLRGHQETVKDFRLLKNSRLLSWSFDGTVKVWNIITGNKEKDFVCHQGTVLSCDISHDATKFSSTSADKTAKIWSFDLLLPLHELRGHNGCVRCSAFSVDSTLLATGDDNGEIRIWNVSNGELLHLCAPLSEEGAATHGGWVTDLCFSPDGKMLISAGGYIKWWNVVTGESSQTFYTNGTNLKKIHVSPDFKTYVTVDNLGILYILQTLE
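Assay system – apoptosome proteins · Medium – Hepes buffer, pH 7.5 · Also added – cytochrome c with DEVD-Rh110 · Timing – 30 min compound preincubation, 50 min activation, room temperature · Detection – Rh110 fluorescence, excitation 480 nm, emission 540 nm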
Gli-Sufu antag – antagonists of Gli-Sufu signaling. 0.74% of 340,000 active. AID 588413. Sufu-KO-LIGHT fibroblasts, Gli luciferase reporter luminescence. inhibition, % at 5 µM;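 active = inhibition above about 55%, limit read from the data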;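 note: 0% = DMSO-treated cells and 100% = wells with medium but no cells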
EBI2 block – antagonists of human EBI2 receptor. 0.81% of 360,000 active. AID 651636. inhibition, % at 5 µM. EBI2 beta-arrestin recruitment, luminescence, 7a,25-OHC stimulated. P32249; in the data active = inhibition above about 38%;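 note: enzyme fragment complementation signal reports receptor beta-arrestin coupling in cells; 0% = agonist plus DMSO wells and 100% = wells without agonist; some results beyond the cut were filed as inactive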
SENP8 block – SENP8 protease inhibition; Q96LD8; AID 2540; inhibition, % at 10 µM; 1.2% of 330,000 active; purified SENP8, Z-RLRGG-aminoluciferin cleavage, luminescence
Jurkat NFkB inh – inhibitors of the PMA/ionomycin-induced NF-kB reporter in Jurkat cells; PMA/ionomycin-induced NF-kB luciferase reporter, luminescence; inhibition, % at 4 µM; 0.53% of 330,000 active; AID 435003
CCR6 antag – CCR6 (human) receptor antagonism | P51684 | CHO-K1 CCR6 PathHunter beta-arrestin, luminescence, CCL20-stimulated | inhibition, % at 20 µM | 0.49% of 340,000 active | AID 493098;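 active = compounds whose inhibition of the agonist-driven luminescence signal at 20 µM reaches about 50%, limit read from the data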;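 note: cells stimulated with CCL20 at 14 nM final; plate controls were DMSO with CCL20 for no effect and DMSO without agonist for full effect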
UBC13 inh – inhibitors of human UBC13 polyubiquitin chain formation; inhibition, % at 20 µM; 0.47% of 330,000 active; TR-FRET; in the data active = inhibition above about 45%, passing the limit was not always enough
697 NFkB inh – lowers PMA/ionomycin-induced NF-kB signal in 697 B cells; 0.33% of 330,000 active; 697 B-cell NF-kB luciferase reporter, 16 h; inhibition, % at 4 µM; in the data active = inhibition above about 35%
* = called active by the depositor; · = not tested or not shown. Cut-off read from the data, not from the text of the source, unless noted: active = inhibition above about 50%; inactive = the rest.

Results follow in this order: Apaf-1 inh	Gli-Sufu antag	EBI2 block	SENP8 block	Jurkat NFkB inh	CCR6 antag	UBC13 inh	697 NFkB inh
> COc1ccc(S(=O)(=O)NCCOc2ccccc2)cc1OC
→ -11	-1	-3	-2	10	-15	-4	29
> CCCc1cc(=O)oc2cc(OCC(=O)Nc3cc(C)on3)ccc12
→ -2	2	-12	-1	-5	3	7	-1
> N#Cc1ccc(C(=O)Nc2cccc(NC(=O)c3ccco3)c2)c(F)c1
→ 0	4	-5	-8	-16	-4	-4	-2
> O=C(Nc1ccccc1)N(O)c1ccc(Cl)cc1
→ 3	3	-3	7	-59	-7	-10	-74
> CS(=O)(=O)Nc1ccc(C(=O)Nc2ccccc2C(=O)N2CCCC2)cc1
→ 4	3	-6	-1	5	-5	4	14
> Nc1ncn(C2O[C@H](CO)[C@@H](O)[C@H]2O)c(=O)n1 (some centres undefined)
→ -11	·	·	8	82*	·	4	-145
> COc1ccccc1N(CC(=O)NCCN1CCOCC1)S(=O)(=O)c1ccc(C)cc1
→ 9	1	-3	-2	10	-4	-8	-9
> Cn1c(/C=N/n2cnnc2)nc2ccccc21
→ -25	-3	0	3	7	-7	13	8
> CC(C)(C)c1cc(-c2ccco2)c(C#N)c(SCC#N)n1
→ -2	2	11	3	11	-3	6	-1
> C=CCNC(=S)NNC(=O)CSc1nc2ccccc2s1
→ 3	-3	-5	3	-8	1	-1	-3
> COc1cccc(/C=N/Nc2ccc(Cl)nn2)c1
→ 7	-35	9	-6	-52	-5	-8	-56
> CC(C)(C)c1cc2cccnc2n1Cc1cccc(F)c1
→ -1	10	7	0	-10	15	11	-17
> O=C(COc1ccc(S(=O)(=O)N2CCCC2)cc1Cl)NCc1ccc2c(c1)OCO2
→ 13	1	0	1	3	14	-2	4
> O=C(COC(=O)CCC(=O)c1ccc(F)cc1)Nc1cccc(S(=O)(=O)N2CCCC2)c1
→ -13	-2	-4	-2	3	3	17	5
> CCCn1c(SCC(=O)Nc2ccc3c(c2)OCO3)nc2c1c(=O)n(C)c(=O)n2C
→ 24	23	4	6	-3	-8	-13	-13
> S=c1[nH]nc(-c2ccc(Cl)cc2)n1-c1cccnc1
→ -12	-7	6	5	12	-9	-4	-1
> COc1ccc2c(COC(=O)CCS(=O)(=O)c3ccc(C)cc3)cc(=O)oc2c1
→ 15	-3	-5	-2	-9	12	6	-9
> c1ccc(C[C@H]2CNCCN2CCCCC2CCCCC2)cc1
→ 49*	32	-9	-12	-2	16	61*	15
> COC(=O)c1ccc(Cn2nc(-c3cc(C)ccc3C)ccc2=O)cc1
→ 16	34	2	-2	29	16	0	-10
> O=C(Nc1cccc(C(F)(F)F)c1)N1CCC(c2nc(-c3ccc(F)cc3)no2)CC1
→ 6	20	43*	1	37	-3	-13	-8
> O=C(OCC(=O)N1CCCCCC1)c1ccccc1Br
→ -4	-58	-8	9	-58	9	6	-28
> CCOc1ccc2nc(SCC(=O)NCc3ccc(OC)c(OC)c3)[nH]c2c1
→ 5	-3	-2	1	-5	10	-3	1
> CCOCCCN(C(=O)c1snc(C(N)=O)c1N)C(C(=O)NC1CCCC1)c1ccc(F)cc1 (centres undefined)
→ 16	-20	0	1	10	7	7	0
> Cc1cccc(NC(=O)c2nc[nH]c2C(=O)N2CCc3ccccc3C2)c1
→ 19	-4	-16	-3	-17	13	2	-1
> CC(OC(=O)CNS(=O)(=O)c1ccc2ccccc2c1)C(=O)N(C)c1ccccc1 (centres undefined)
→ 8	1	-6	2	5	2	1	11
> CCCn1c(N)c(N(CCOC)C(=O)c2ccc(-c3ccc(Cl)cc3)o2)c(=O)[nH]c1=O
→ 2	-3	-6	3	2	2	-5	7
> CC(/C=C/c1ccccc1)=N\Nc1ccccc1[N+](=O)[O-]
→ -1	-46	11	2	-31	17	-57	-18
> COc1cc(C(=O)OCC(=O)N(C)C)cc(NC(=O)c2ccco2)c1OC
→ 1	0	-10	0	-1	6	17	22
> CC(=O)N1CCc2cc(S(=O)(=O)CCC(=O)N(C)c3cc(C)ccc3C)ccc21
→ -4	4	-3	-10	12	-15	-1	-4
> O=C(O)C1CCCN1c1ncnc2ccccc12 (centres undefined)
→ -16	4	-5	8	-13	-6	-10	-12

Entries from the list above that have a cyano group, in the order listed:
Results follow in this order: Apaf-1 inh	Gli-Sufu antag	EBI2 block	SENP8 block	Jurkat NFkB inh	CCR6 antag	UBC13 inh	697 NFkB inh
> N#Cc1ccc(C(=O)Nc2cccc(NC(=O)c3ccco3)c2)c(F)c1
→ 0	4	-5	-8	-16	-4	-4	-2
> CC(C)(C)c1cc(-c2ccco2)c(C#N)c(SCC#N)n1
→ -2	2	11	3	11	-3	6	-1

Remaining list, next part:
Results follow in this order: Apaf-1 inh	Gli-Sufu antag	EBI2 block	SENP8 block	Jurkat NFkB inh	CCR6 antag	UBC13 inh	697 NFkB inh
> COc1cccc(C(=O)NCC2CCN(c3ccc(S(=O)(=O)N4CCOCC4)cc3)CC2)c1
→ 7	4	6	-6	-4	6	3	-17
> CCOC(=O)c1cccc2c1-c1ccccc1/C2=N/O
→ 10	-4	9	-1	-1	13	12	-29
> O=C(COc1ncnc2ccc(Br)cc12)N1CCOCC1
→ -5	-2	-4	8	-6	2	3	9
> Cc1ccccc1Nc1nc(N)nc(CSc2nnc3ccccn23)n1
→ 1	-8	-1	4	-32	2	-6	-10
> Clc1ccc(C2Nc3cccc4cccc(c34)N2)cc1Cl
→ 7	·	3	9	6	15	-42	-15
> COc1ccc(C)cc1S(=O)(=O)Nc1cccnc1
→ -9	4	-4	0	16	-6	6	12
> COCCN(CC(=O)NCc1ccc(F)cc1)C(=O)CCC(=O)Nc1nccs1
→ -10	-1	-5	-1	-1	8	5	8
> COc1ccc(-c2nnc(SCC(=O)NC3CCCC3)n2C)cc1
→ 6	-6	-3	-1	4	2	5	7
> CC(OC(=O)c1cc(S(=O)(=O)Nc2ccc(F)cc2)ccc1Cl)C(=O)Nc1ccc2c(c1)OCCO2 (centres undefined)
→ 9	7	3	-6	0	1	3	-3
> Cc1c(NS(=O)(=O)c2ccc3c(c2)n(C)c(=O)n3C)c(=O)n(-c2ccccc2)n1C
→ -4	5	6	-11	-12	22	-3	-2
> COc1cc(Br)cc2cc(C(=O)N3CCN(C(=O)c4ccco4)CC3)c(=O)oc12
→ -23	1	1	-2	18	-13	12	4
> CSc1ccc(CN2CCN(C(=O)CC(C)C)CC2)cc1
→ 5	-2	-11	-7	0	14	2	3
> C=C(C)CN1CCN(c2ccc(N3C(=O)CCCC3=O)cc2[N+](=O)[O-])CC1
→ -14	4	16	4	14	26	7	12
> COc1cc(/C=C/c2sc3ccccc3[n+]2CCCS(=O)(=O)[O-])ccc1O
→ -6	-9	13	18	-1	55*	-379	12
> CC[n+]1ccc(C(=O)NCc2ccccc2)cc1
→ 3	28	-12	-3	-13	1	-8	2
> CN1CCN(c2cc(=O)n(Cc3ccc(F)cc3)c(=O)[nH]2)CC1
→ 4	-3	-4	-2	5	4	4	10
> COc1ccc(C)cc1NC(=O)C1CCCN(S(=O)(=O)c2cccc3cccnc23)C1 (centres undefined)
→ -1	-9	2	1	-4	10	1	9
> COc1ccc(C2=Nn3c(nnc3-c3cccnc3)SC2)cc1OC
→ 13	5	-15	-2	-14	-2	-5	28
> CC(C)CC1Nc2ncnc(N3CCN(c4ccccc4)CC3)c2N(Cc2ccc(Cl)cc2)C1=O (centres undefined)
→ 26	9	11	-10	-15	7	-14	9
> CCOCCn1c(CN(Cc2ccccc2)Cc2ccccc2)nc2c1c(=O)[nH]c(=O)n2C
→ 18	2	4	4	-2	19	0	-16
> CN(C(=O)COC(=O)CNC(=O)C12CC3CC(CC(C3)C1)C2)C1CCS(=O)(=O)C1 (centres undefined)
→ -14	-9	-10	5	7	1	6	2
> COC(=O)c1ccc(COc2ncnc3sccc23)cc1
→ 6	3	-16	-3	3	1	12	19
> COCCOC(=O)c1cc(C(=O)c2cc(Cl)ccc2O)coc1=N
→ 1	-1	-17	-2	-7	5	6	0
> CC(C)(c1ccc(O)cc1)c1ccc(O)cc1
→ 9	-1	13	-13	-4	12	-4	-13
> COc1cccc(-c2nc(CCl)cs2)c1
→ 1	-14	-1	-5	-31	-5	-4	6
> Cc1oc(C(C)(C)C)c(CN2CCCC2)c1C(=O)O
→ -5	5	5	6	11	9	-3	-6
> O=C(CNC(=O)c1ccc(Br)o1)NNC(=O)c1ccc(Cl)cc1
→ 2	-14	-7	-13	-4	1	0	12
> CC1=Nc2ccccc2N=C(NC(=O)c2ccccc2)C1c1ccc(Cl)cc1 (centres undefined)
→ 16	6	20	-4	-9	17	-4	-22
> Cc1occc1-c1nnc(SCc2nc3ccccc3c(=O)n2CC#N)n1C
→ 8	1	-4	-5	0	-7	3	18
> Cc1nc(N)nc2c1CCCC2
→ -1	-11	1	0	7	2	6	19

An excerpt of these results, in markdown.
| SMILES | Apaf-1 inh | Gli-Sufu antag | EBI2 block | SENP8 block | Jurkat NFkB inh | CCR6 antag | UBC13 inh | 697 NFkB inh |
| --- | --- | --- | --- | --- | --- | --- | --- | --- |
| Cc1ccccc1Nc1nc(N)nc(CSc2nnc3ccccn23)n1 | 1 | -8 | -1 | 4 | -32 | 2 | -6 | -10 |
| CC(C)CC1Nc2ncnc(N3CCN(c4ccccc4)CC3)c2N(Cc2ccc(Cl)cc2)C1=O (centres undefined) | 26 | 9 | 11 | -10 | -15 | 7 | -14 | 9 |
| C=C(C)CN1CCN(c2ccc(N3C(=O)CCCC3=O)cc2[N+](=O)[O-])CC1 | -14 | 4 | 16 | 4 | 14 | 26 | 7 | 12 |
| COCCN(CC(=O)NCc1ccc(F)cc1)C(=O)CCC(=O)Nc1nccs1 | -10 | -1 | -5 | -1 | -1 | 8 | 5 | 8 |
| COc1ccc(C)cc1S(=O)(=O)Nc1cccnc1 | -9 | 4 | -4 | 0 | 16 | -6 | 6 | 12 |

The listing picks up with the 3 entries that preceded the break.
Results follow in this order: Apaf-1 inh	Gli-Sufu antag	EBI2 block	SENP8 block	Jurkat NFkB inh	CCR6 antag	UBC13 inh	697 NFkB inh
> CC1=Nc2ccccc2N=C(NC(=O)c2ccccc2)C1c1ccc(Cl)cc1 (centres undefined)
→ 16	6	20	-4	-9	17	-4	-22
> Cc1occc1-c1nnc(SCc2nc3ccccc3c(=O)n2CC#N)n1C
→ 8	1	-4	-5	0	-7	3	18
> Cc1nc(N)nc2c1CCCC2
→ -1	-11	1	0	7	2	6	19
> COc1ccc2c(c1)CC(N1CCN(C)CC1)c1cc(OC)ccc1S2 (centres undefined)
→ 8	8	-25	-5	-7	13	18	4
> Cc1ccc(NC(=O)C2CC(=O)N(c3ccc4c(c3)OCCO4)C2)cc1S(=O)(=O)N(C)C (centres undefined)
→ 4	-1	-7	4	12	1	-7	2
> CC1=C(C(=O)OCC2CCCCC2)C(c2ccc(F)cc2)NC(=O)N1 (centres undefined)
→ 11	10	-4	-5	-9	-3	-9	-19
> COc1ccc(OC)c(CCNC(=O)CSc2ccsc2[N+](=O)[O-])c1
→ 5	8	-4	3	-14	14	-16	-1
> CCOc1ccccc1N(CC(=O)NCC1CCCO1)C(=O)CCC(=O)Nc1nccs1 (centres undefined)
→ -2	12	0	-4	18	-1	3	2
> COc1ccc(OCC(=O)NNC(=O)c2cccc(S(=O)(=O)N(C)C)c2)cc1
→ -8	5	-10	-2	-6	0	7	-19
> COCCNC(=O)c1cc2sccc2n1C
→ -14	-8	-2	4	4	-3	11	-5

Three entries out of the list, ordered by formula weight, highest first.
Results follow in this order: Apaf-1 inh	Gli-Sufu antag	EBI2 block	SENP8 block	Jurkat NFkB inh	CCR6 antag	UBC13 inh	697 NFkB inh
> CCOc1ccccc1N(CC(=O)NCC1CCCO1)C(=O)CCC(=O)Nc1nccs1 (centres undefined)
→ -2	12	0	-4	18	-1	3	2
> COc1ccc(OC)c(CCNC(=O)CSc2ccsc2[N+](=O)[O-])c1
→ 5	8	-4	3	-14	14	-16	-1
> COc1ccc2c(c1)CC(N1CCN(C)CC1)c1cc(OC)ccc1S2 (centres undefined)
→ 8	8	-25	-5	-7	13	18	4

Only part of the results is shown. The share of hits here may be higher or lower than overall.
